CHT PAM: allosterically activates the human high affinity choline transporter. Q9GZV3. CHT-expressing cells, membrane potential dye, choline EC20; hits give high values; LV-AA mutant CHT in HEK293 cells. B-score at 10 µM. hit rate 0.49% among 310,000;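 active = initial fluorescence not abnormally high and integrated response B-score, plate-corrected, over 3 SD above library mean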
Target sequence (Q9GZV3 whole entry, looked up): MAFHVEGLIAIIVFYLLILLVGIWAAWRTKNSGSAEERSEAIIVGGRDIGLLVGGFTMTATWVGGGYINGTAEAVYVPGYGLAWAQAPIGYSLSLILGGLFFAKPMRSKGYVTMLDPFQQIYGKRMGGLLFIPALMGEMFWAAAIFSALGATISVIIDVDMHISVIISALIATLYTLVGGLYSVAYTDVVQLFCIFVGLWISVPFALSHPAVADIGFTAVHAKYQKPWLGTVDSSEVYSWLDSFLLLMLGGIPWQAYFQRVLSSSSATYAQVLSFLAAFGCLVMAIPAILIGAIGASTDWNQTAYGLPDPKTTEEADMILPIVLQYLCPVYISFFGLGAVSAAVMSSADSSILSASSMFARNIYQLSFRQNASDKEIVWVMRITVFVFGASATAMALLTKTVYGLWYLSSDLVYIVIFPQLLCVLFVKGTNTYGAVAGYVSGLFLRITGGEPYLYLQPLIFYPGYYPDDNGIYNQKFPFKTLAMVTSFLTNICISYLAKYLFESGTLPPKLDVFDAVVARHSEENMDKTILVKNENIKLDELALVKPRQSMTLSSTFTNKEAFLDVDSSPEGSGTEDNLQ
OX1R antagonist: human HCRTR1 antagonism | AID 434989 | CHO/OX1R cells, Fluo-8 calcium fluorescence, orexin A | hit rate 0.43% among 330,000 | inhibition, % at 5 µM;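 active = inhibition above its plate's threshold, mean inhibition of all tested compounds on the plate plus 3 SD, cut at about 37% in these data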;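 also: 0% = orexin A challenge wells and 100% = SB-334867-A antagonist wells; not every result past the cut was called active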
Target sequence (O43613 whole entry, looked up): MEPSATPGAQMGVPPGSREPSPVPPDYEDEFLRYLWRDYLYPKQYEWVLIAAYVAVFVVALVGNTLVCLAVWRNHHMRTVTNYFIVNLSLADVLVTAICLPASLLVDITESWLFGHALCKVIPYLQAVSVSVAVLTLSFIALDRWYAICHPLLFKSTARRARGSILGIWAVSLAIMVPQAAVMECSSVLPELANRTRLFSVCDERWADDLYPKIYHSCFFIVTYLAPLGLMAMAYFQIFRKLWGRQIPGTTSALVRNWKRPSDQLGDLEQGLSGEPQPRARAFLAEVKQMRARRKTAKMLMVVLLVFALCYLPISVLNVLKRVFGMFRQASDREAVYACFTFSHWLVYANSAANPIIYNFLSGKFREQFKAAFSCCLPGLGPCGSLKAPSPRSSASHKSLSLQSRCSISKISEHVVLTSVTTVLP
Starred values were filed as active, the others as inactive; i = inactive; nt = no result given.

SMILES	CHT PAM	OX1R antagonist
CC(C)C[C@H]1C(=O)N2CCC[C@H]2[C@]2(O)O[C@](NC(=O)[C@@H]3C=C4c5cccc6[nH]c(Br)c(c56)CC4N(C)C3)(C(C)C)C(=O)N12 (stereo not given in full)	i	-6.1
O=C(NCCCN1CCC(Cc2ccccc2)CC1)C1CCN(S(=O)(=O)N2CCC3(CC2)OCCO3)CC1	i	-21.4
O=C(/C=C/c1ccccc1Cl)NC(=S)Nc1ccccc1C(=O)NC1CCCCC1	i	-7.4
NS(=O)(=O)c1ccc(NC(=O)c2ccc3c(c2)CCCC3)cc1	i	-20.9
COc1ccc(NC(=O)CSc2nnc(Cn3nnc4ccccc43)n2C)cc1	i	-19.0
Cn1c(N2CCCC2)nc2c1c(=O)n(Cc1ccc(Cl)cc1)c(=O)n2C	i	-25.4
COc1ccc(Br)cc1CNC(=O)CCNC(=O)Cn1ccc2ccccc2c1=O	i	-25.6
Cc1ccc(C)c(-c2[nH]ncc2CN2CCCC(CO)(Cc3ccccc3C)C2)c1 (stereo not given)	6.45*	-34.6
NC(=O)COc1ccc(-c2noc(COc3ccccc3[N+](=O)[O-])n2)cc1	i	-8.0
COc1ccc(-c2cc3cc(C(=O)O)ccn3c2C(=O)c2ccccc2)cc1	i	15.1
CCN(CC)CCCNC(=O)c1cn(CC)c2ccc(S(=O)(=O)N(C)C3CCCCC3)cc2c1=O	i	-1.1
CCCN1CCN(C(=O)c2oc3ccccc3c2NC(=O)C2CC2)CC1	i	-18.1
CCOc1ccccc1NC(=O)C12CC3CC(C1)CC(c1ccc(C)cc1)(C3)C2	i	-44.1
O=C1Nc2ccccc2C(O)(C(=O)NC2CC2)N1c1ccc(Cl)c(Cl)c1 (stereo not given)	i	-28.0
Cc1ccc(NC(=S)N(Cc2cccs2)Cc2cc3cccc(C)c3[nH]c2=O)cc1	i	-18.6
COCCCNC1CS(=O)(=O)CC1O (stereo not given)	i	-6.5
COc1ccc(NC(=O)CN2CCN(CC(=O)Nc3ccc(F)cc3)CC2)cc1Cl	i	-31.7
COc1ccc(OC)c(CNC(=O)C2CCN(S(=O)(=O)N3CCC(C)CC3)CC2)c1	i	-8.3
Cc1c(Cl)cccc1NC(=O)Nn1cnnc1	i	nt
CC(C)(C)c1ccc(C(=O)NCc2nnc(SCC(=O)N3CCCc4ccccc43)n2-c2ccccc2)cc1	i	-21.5
COc1cc(C(=O)NC2=NCCS2)cc(OC)c1OC	i	-30.0
NC(=O)c1nsc(C(=O)N(Cc2ccccc2F)C(C(=O)NCC2CCCO2)c2ccc(F)cc2)c1N (stereo not given)	i	-11.2
C/C(CC(=O)Nc1ccc(Br)cc1)=N\NC(=O)c1cccc(O)c1	i	-27.9
CCOC(=O)c1cc2c(=O)n3ccccc3nc2n(C(C)C)c1=NC(=O)c1ccncc1	i	-13.5
O=C(Nc1cccc(Cl)c1)C1CCCN(S(=O)(=O)c2cnc[nH]2)C1 (stereo not given)	i	-11.9
CNC(=O)CN(C1CCCCC1)S(=O)(=O)c1ccc(F)cc1	i	-9.2
O=C(NNC(=O)C1CCCN(c2ncccn2)C1)c1ccncc1 (stereo not given)	i	-25.2
COc1ccc(/C=C/C(=O)OCC(=O)NCCCc2ccccc2)cc1OC	nt	-21.4
COCc1[nH]nc2c1C(c1ccc(OC)cc1)C(C#N)=C(N)O2 (stereo not given)	i	-11.1
CCOc1ccc(OCC(=O)Nc2ccc(S(N)(=O)=O)cc2)cc1	i	6.4
Cc1cc(C)cc(NC(=O)Cn2nnc3ccccc3c2=O)c1	i	-26.1
COc1ccc(-c2noc(C)c2-c2ccc3ccccc3n2)c(O)c1	i	8.3
CCc1nc(SCc2ccccc2C#N)n[nH]1	i	nt
COc1cccc(C2CC(c3cccs3)=NN2C(=O)CSC2=NCCS2)c1OC (stereo not given)	i	-19.5
O=C(NCCc1ccc(F)cc1)c1ccc2nccnc2c1	nt	14.5
CN(C(=O)CSc1nnc(-c2ccc(Cl)cc2)n1C)C1CCS(=O)(=O)C1 (stereo not given)	nt	-0.4
COc1ccccc1CNC(=O)C(C)n1cccc1C(=O)c1ccccc1 (stereo not given)	i	-14.7
CCOC(=O)c1c(NC(=O)CN2C(=O)C(=O)N(CC(C)C)C2=O)sc(C)c1CC	i	-35.9
CCOC(=O)/C=C1\CC(C(=O)OCC)Oc2c(OC)cccc21 (stereo not given)	nt	-28.0
COc1ccc2sc(NC(C)=O)nc2c1	i	-5.0
CCC(c1nnnn1Cc1ccc(F)cc1)N(CCCO)Cc1cc2cc3c(cc2[nH]c1=O)OCO3 (stereo not given)	i	-23.9
c1cc2c(cn1)cnc1cscc12	i	5.7
Cc1cccc(C(P(=O)(c2ccccc2)c2ccccc2)P(=O)(c2ccccc2)c2ccccc2)n1	i	-1.8
Cc1ccc(-c2ccnc(-c3ccc(O)cc3)n2)cc1	i	-11.4
Cc1nn(-c2ccc(F)cc2)c2sc(C(=O)OCC(=O)N3CCC(C)CC3)cc12	i	-6.1
COc1ccc(/C=C(\C#N)C(=O)NCc2cccnc2)cc1OC	i	-11.6
Cc1ccccc1NC(=O)COC(=O)/C=C/c1cn(-c2ccccc2)nc1-c1cccnc1	i	-8.9
COc1ccc(-c2csc(NC(CO)c3nc4ccccc4n3CCOCCO)n2)cc1 (stereo not given)	i	-17.4
CC(C)(C)S(=O)(=O)c1cnc2c(-c3ccc(F)cc3)cnn2c1N	i	-1.6
Cc1ccc(C(=O)Nc2nccc(-c3cccs3)n2)cc1	i	-12.9
O=c1c(-c2ccc(O)cc2)coc2cc(OC3OC(CO)C(O)C(O)C3O)ccc12 (stereo not given)	i	-14.4
O=C1CC(Nc2cc(=O)[nH]c(=O)[nH]2)C(=O)N1c1ccccc1Cl (stereo not given)	i	-16.0
CCN(CC)CCOC(=O)c1cccc(Cl)c1	i	0.7
CCOC(=O)c1cnc2c(c(C)nn2C)c1Oc1ccccc1F	i	-32.6
O=C(NCc1ccc(Cl)cc1)C1CCC(CNc2c(N3CCCCC3)c(=O)c2=O)CC1 (stereo not given)	i	-12.1
CCC(=O)N1CCN=C1SCc1ccc(Cl)cc1	i	-16.3
CCN1C(=O)[C@@H]2[C@@H](c3ccc(-c4ccc5c(c4)OCO5)cc3)N3CCCC[C@@]3(C(=O)OC)[C@@H]2C1=O	i	-29.6
COc1ccc(/C=N/Nc2ccccc2C(=O)O)cc1	i	-12.2
O=C1CCN(CCc2ccccc2)CCN1[C@H](COc1ccccc1)Cc1ccccc1	i	-30.1
CCOC(=O)C1CCN(C(=O)C2CCN(S(=O)(=O)c3cccc4nsnc34)CC2)CC1	i	-13.1

Filtered by structure, the compounds so far containing a COOH group.
SMILES	CHT PAM	OX1R antagonist
COc1ccc(-c2cc3cc(C(=O)O)ccn3c2C(=O)c2ccccc2)cc1	i	15.1
COc1ccc(/C=N/Nc2ccccc2C(=O)O)cc1	i	-12.2

The results go on.
SMILES	CHT PAM	OX1R antagonist
CCCCC(=O)Nc1cc(OC)c(NC(=S)NC)cc1OC	i	-18.0
CC1=C(C(N)=O)C(c2cccs2)n2nc(-c3cccc(Cl)c3)nc2N1 (stereo not given)	i	-14.5
Cc1noc(C)c1CSCC(=O)OCc1nc2ccccc2c(=O)n1CC#N	i	3.6
CN1C(=O)c2ccc(C(=O)Nc3cccnc3)cc2C1=O	i	nt
CC(C)CN(C(=O)COC(=O)C12CC3CC(CC(O)(C3)C1)C2)C1CCS(=O)(=O)C1 (stereo not given)	i	-12.2
O=C(NCc1ccco1)C(=O)NCc1ccccc1Cl	i	-15.4
CCCCC(=O)Nc1ccc(NC(=O)c2cccnc2)cn1	i	-8.4
CCOc1c2ccc(C(=O)NCc3ccco3)cc2nn1CC	i	-10.7
N#CCCN(C(=O)COC(=O)CCC(=O)c1ccc(F)cc1)c1ccccc1	nt	-2.3
CCc1cc(=O)oc2cc(C)cc(OCC(=O)NC(Cc3c[nH]c4ccc(O)cc34)C(=O)O)c12 (stereo not given)	i	-6.9
O=C(O)c1ccc(NC(=O)c2cn(-c3ccccc3)nc2-c2ccc(Br)cc2)cc1	i	9.3
COc1cccc(C(=O)NC(=O)Nc2cc(C)[nH]n2)c1	i	-12.9
CN(C(=O)COC(=O)c1n[nH]c2ccccc12)C1CCS(=O)(=O)C1 (stereo not given)	i	-6.5
Nc1ncnc2c1ncn2[C@@H]1O[C@H](CNCc2ccccc2OC2OC(CO)C(O)C(O)C2O)[C@@H](O)[C@H]1O (stereo not given in full)	nt	-8.3
COc1ccc(CNc2ccc3c(c2)ncn3C)cc1OC	i	3.7
O=C(NCc1ccco1)C(c1ccccc1)N(C(=O)Cc1cccs1)c1cccnc1 (stereo not given)	i	-23.9
CCc1nnc(NC(=O)c2ccc(-c3cccc(C(F)(F)F)c3)o2)s1	i	-30.9
COc1ccc(CCNC(=O)C2CC(=O)N(c3ccc(C(C)(C)C)cc3)C2)cc1OC (stereo not given)	i	-15.8
COc1ccc(/C=N/NC(=O)c2cccc(NC(=O)c3ccc(F)cc3)c2)c(C(=O)O)c1OC	i	10.6
Cc1ccc(NC(=O)c2nccnc2C(=O)O)cc1C	i	-6.1

Compound profiles (already shown):
`Cc1ccc(NC(=O)c2nccnc2C(=O)O)cc1C` is listed as CHT PAM: i; OX1R antagonist: -6.1
`COc1cccc(C(=O)NC(=O)Nc2cc(C)[nH]n2)c1` is listed as CHT PAM: i; OX1R antagonist: -12.9
`CCCCC(=O)Nc1ccc(NC(=O)c2cccnc2)cn1` is listed as CHT PAM: i; OX1R antagonist: -8.4

(continued)
SMILES	CHT PAM	OX1R antagonist
CN1C(=O)/C(=N/OC(=O)c2ccccc2)c2ccccc21	i	-2.0
O=C(c1ccccc1)C1CN(Cc2ccccc2)CCC1(O)c1ccccc1 (stereo not given)	i	-13.3
CCC(=O)Nc1c(C#N)c2nc3ccccc3nc2n1-c1ccccc1C	i	-10.0
CC(=O)Nc1ccc(S(=O)(=O)NNC(=O)CCc2ccccc2)cc1	i	-11.7
CC(C)CC1=NN(C(=O)c2ccco2)C(O)(C(F)(F)F)C1 (stereo not given)	i	-2.1
O=C(N/N=C/c1ccccc1Cl)c1nc2ccc([N+](=O)[O-])cc2c(=O)[nH]1	i	1.1
CC(=O)Nc1ccc(OC(=O)c2cccnc2)cc1	i	-17.2
O=S(=O)(Oc1ccccc1C(=S)N1CCOCC1)c1ccc(Cl)cc1	i	-20.8
COc1ccc(OCC(=O)N2CCN(C(=O)c3cccs3)CC2)cc1	i	-10.2
CCOC(=O)C1(Cc2cccc(OC)c2)CCN(CC=C(C)C)CC1	i	-31.4
O=S(=O)(NCc1c(Cl)cccc1Oc1ccccc1)c1ccc(F)cc1	i	-18.8
CC1CCCCC1NC(=O)c1ccc(S(=O)(=O)NCc2ccco2)cc1 (stereo not given)	i	-23.7
COCCN(C(=O)COC(=O)c1oc2ccc(OC)cc2c1C)c1c(N)n(Cc2ccccc2)c(=O)[nH]c1=O	i	-31.7
CCN(CC)CCNC(=O)Cn1cnc2sc(C)c(S(=O)(=O)N3CCN(c4ncccn4)CC3)c2c1=O	i	-2.1
O=C(CSc1nnnn1C1CC1)N1CCN(c2ccccc2F)CC1	nt	-14.7
C#CCOCCOCCOCCNc1nc(N2CCN(C(=O)[C@H](CCCCN)n3cc([C@@H](N)CO)nn3)CC2)nc(N2CCN(C(=O)[C@H](Cc3cc4ccccc4[nH]3)n3cc([C@@H](N)Cc4ccc(O)cc4)nn3)CC2)n1	i	-7.8
CCCC(=O)Nc1nc(-c2ccc3c(c2)OCCO3)cs1	i	-18.1
CCOC(=O)CSc1nc(C(C)(C)C)nc2ccccc12	i	-23.1
Cc1ccc(C(=O)Nc2c(C)cc(C)c3cccnc23)cc1	i	-43.0
CCOC(=O)Nc1ccc2c(c1)nc(CN1CCN(C(C)=O)CC1)n2C	i	-6.9
CCCCC[C@H]1CN(C2CCCCC2)C(=O)[C@@H]1CC(=O)NCc1ccccc1	i	-29.3
Cc1cc(C)cc(S(=O)(=O)Cc2noc(C(=O)NCc3ccccc3)c2C(=O)NCc2ccccc2)c1	nt	-33.5
COc1ccc(CN(C)C(=O)c2ccccc2Sc2ccccc2C#N)cc1OC	i	-32.2
Cn1c(=O)c2c(nc(N3CCN(c4ccccn4)CC3)n2Cc2ccccc2Cl)n(C)c1=O	i	-20.8
COc1ccc(NC(=O)CCNS(=O)(=O)c2ccccc2F)cc1S(N)(=O)=O	i	-16.2
O=C(N/C(=C\c1ccco1)C(=O)N1CCC(O)CC1)c1ccccc1	i	4.2
O=C(COC(=O)CCC(=O)c1ccccc1)Nc1nnc(-c2ccccc2)o1	i	-5.8
O=C(CCC(=O)Nc1ccc(F)cc1)N/N=C/c1ccc(O)cc1	i	-4.9
CCCOC(=O)c1ccc(NC(=O)c2ccccc2[N+](=O)[O-])cc1	i	-9.6
Cc1ccc(NC2CC(C)NC(=S)N2)cc1 (stereo not given)	i	-0.6
COC(=O)Nc1ccc(S(=O)(=O)N2CCC(Cc3ccccc3)CC2)cc1	i	20.5
CCOCCn1cnc2sc(C(=O)Nc3nc(C)c(C(=O)OCC)s3)c(C)c2c1=O	i	-22.0
COc1ccccc1C(=O)Nc1ccc(N2CCCCC2)cc1	i	-10.2
COc1cccc(SCc2noc(C(=O)NCc3ccccc3)c2C(=O)NCc2ccccc2)c1	i	3.1
O=C(C1=C[C@H](c2ccc(C(F)(F)F)cc2)C[C@H](OCCCCO)O1)N1CCN(Cc2ccccc2)CC1	i	-34.0
COC(=O)c1ccc(/C=N/NC(=O)CNc2cccc(C)c2)cc1	i	-26.9
Cc1ccc(S(=O)(=O)N2CCCC(C(=O)NCC3COCCO3)C2)cc1 (stereo not given)	i	-2.0
CN(CC(=O)N1CCc2ccccc21)S(=O)(=O)c1ccc(Cl)cc1	i	-18.5
